NALP1 yeast inh = NALP1 inhibition; S. cerevisiae NALP1/ASC/caspase-1 growth, X-gal OD620, 72 h; inhibition, % at 10 µM; actives 0.61% (n = 280,000); in the data active = inhibition mostly above about 24%, no sharp cut-off; inactive = mostly below about 32%; note: some compounds called inactive have numbers as strong as hits
PfM18AAP inh = blocks P. falciparum M18 aspartyl aminopeptidase; recombinant PfM18AAP, H-Glu-NHMec fluorogenic cleavage; inhibition, % at 7.35 µM; actives 1.2% (n = 290,000); AID 1822;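 active = inhibition above the campaign mean inhibition over all tested compounds plus 3 SD, cut at about 28% in these data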;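 note: 0% = plate median of test compound wells and 100% = 2 mM ZnCl2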
UBC9 SUMO inh = blocks human SUMOylation mediated by UBC9; P63279; HTRF SUMOylation assay, SAE1/SAE2 + UBC9, in vitro; inhibition, % at 35 µM; actives 0.36% (n = 290,000); AID 2006; in the data active = inhibition above about 50%, passing the limit was not always enough; note: strong numbers were not always called active
MEKK2 WT-MEK5 = raises or lowers MEK5 binding to wildtype human MEKK2 PB1 domain; AID 1531; bead flow cytometry, Alexa488-MEK5 binding to MEKK2 WT; actives lie on both sides; actives 1.1% (n = 290,000); Q9Y2U5; binding response (% of control), % at 10 µM; in the data active = binding response below about 67% or above about 130%
MEKK3 PB1 HTS = modulators (inhibitors or enhancers) of MEK5 binding to human MEKK3 PB1 domain; bead-based flow cytometry, Alexa488-MEK5 binding to MEKK3; actives lie on both sides; 0 = blocked by unlabeled MEK5, 100 = vehicle; AID 1529; binding response (% of control), % at 10 µM; actives 1.4% (n = 290,000); Q99759;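 active = binding response more than 3 SD above or below the average of its plate-row segment, actives on both sides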;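 note: Alexa488 bead fluorescence after subtracting the streptavidin-only scavenger bead signal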
IDE act = boosts human insulin-degrading enzyme activity in HEK cells; AID 493087; actives 0.073% (n = 340,000); FAbeta-B cleavage, fluorescence polarization; 0% vehicle, 100% cell-free pure enzyme wells; P14735; activation, % at 5.96 µM;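 active = activation above the mean of all tested compounds plus 3 SD, set per screening campaign, cut at about 17% in these data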
Target sequence (P14735 whole entry, looked up): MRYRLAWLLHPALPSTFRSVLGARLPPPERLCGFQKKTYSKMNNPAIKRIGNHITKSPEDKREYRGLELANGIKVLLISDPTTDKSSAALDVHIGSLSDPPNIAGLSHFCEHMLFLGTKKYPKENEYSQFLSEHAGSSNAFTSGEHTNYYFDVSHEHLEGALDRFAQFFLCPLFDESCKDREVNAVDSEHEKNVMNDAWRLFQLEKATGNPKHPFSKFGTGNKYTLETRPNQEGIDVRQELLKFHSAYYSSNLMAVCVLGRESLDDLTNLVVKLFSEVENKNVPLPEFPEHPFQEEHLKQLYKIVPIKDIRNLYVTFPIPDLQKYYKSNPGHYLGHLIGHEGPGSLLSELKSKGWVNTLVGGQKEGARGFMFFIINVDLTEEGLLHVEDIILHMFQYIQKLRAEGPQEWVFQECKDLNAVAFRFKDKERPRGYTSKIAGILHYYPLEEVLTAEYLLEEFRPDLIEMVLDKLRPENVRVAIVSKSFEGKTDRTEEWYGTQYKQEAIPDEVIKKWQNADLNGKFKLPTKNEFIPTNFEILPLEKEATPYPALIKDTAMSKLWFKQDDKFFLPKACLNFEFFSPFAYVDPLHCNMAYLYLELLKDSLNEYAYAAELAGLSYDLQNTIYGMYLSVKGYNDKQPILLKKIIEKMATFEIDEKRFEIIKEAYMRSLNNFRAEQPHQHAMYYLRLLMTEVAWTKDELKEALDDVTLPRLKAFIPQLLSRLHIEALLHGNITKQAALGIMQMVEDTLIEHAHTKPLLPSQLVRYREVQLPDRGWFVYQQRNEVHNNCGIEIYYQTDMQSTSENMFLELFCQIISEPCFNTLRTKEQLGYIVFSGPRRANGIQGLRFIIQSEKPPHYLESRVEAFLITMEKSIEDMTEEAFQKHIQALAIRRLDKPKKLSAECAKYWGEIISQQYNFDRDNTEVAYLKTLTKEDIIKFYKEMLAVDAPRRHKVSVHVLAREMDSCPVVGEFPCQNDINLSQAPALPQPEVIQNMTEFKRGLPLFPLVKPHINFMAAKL
pCIP destab = lowers stability of the mouse p/CIP coactivator protein; Q05BA5; F442A p/CIP-EGFP cells, EGFP fluorescence, 16 h; decrease of EGFP signal, % at 10 µM; actives 0.01% (n = 290,000); AID 1984;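 active = EGFP signal decrease of at least 30% at 10 µM or well 3 SD below plate mean, unless failing retest; inactive = the rest, including hits failing retest or dose response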; note: some compounds called inactive have numbers as strong as hits; many of its hits are not listed in these tables
IDE cell inh = inhibitors of human insulin-degrading enzyme in cells; actives 0.41% (n = 320,000); AID 434962; HEK cells, FAbetaB cleavage, fluorescence polarization; inhibition, % at 5.59 µM;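 active = percent inhibition above the average of all tested compounds plus 3 SD, set per screening campaign, cut at about 16% in these data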;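 note: IDE supplied by intact live HEK cells; FP after avidin binding of uncleaved biotin substrate so inhibition keeps polarization high; 0% = DMSO wells and 100% = 60 µM reference IDE inhibitor Ii1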
MEKK2 mut-MEK5 = signal of MEK5 binding to mutant human MEKK2 PB1 domain; bead flow cytometry, Alexa488-MEK5 binding to MEKK2 mutant; actives 0.35% (n = 290,000); percent response, % at 10 µM; AID 1530; in the data active = percent response above about 24%, passing the limit was not always enough; note: inactives centre near 1; some results filed as inactive read as strong as hits; reference of the scale not given here
* = called active by the depositor; / = no result given.

SMILES	NALP1 yeast inh	PfM18AAP inh	UBC9 SUMO inh	MEKK2 WT-MEK5	MEKK3 PB1 HTS	IDE act	pCIP destab	IDE cell inh	MEKK2 mut-MEK5
O=C(O)c1ccccc1C(=O)Nc1c(-c2ccccc2)nc2ccccn12	15	-16	12	104	106	6	0	-3	1
COc1ccc(NC(=O)c2ccccc2N(Cc2ccccc2)S(C)(=O)=O)cc1OC	10	0	3	105	113	5	3	-3	0
CCCCNC(=O)CCCn1c(=O)c2ccccc2n(CC(=O)NCCC2=CCCCC2)c1=O	14	2	18	103	106	0	0	/	6
Cc1ccccc1P(=O)(CO)c1ccccc1C	-12	0	1	85	77	3	2	-2	-9
COc1ccccc1C(=O)C1CCCN(C(=O)CCc2ccccn2)C1 (stereo not given)	9	-9	13	101	99	3	-15	0	5
CCC1(C)Cc2ccccc2-c2nc(SCC(N)=O)[nH]c(=O)c21 (stereo not given)	11	-4	22	107	106	-2	-2	0	7
Cc1onc(-c2ccccc2)c1C(=O)NC(=S)NNC(=O)c1ccco1	3	3	-52	103	101	/	2	-3	2
CCCc1cc(=O)oc2cc(C)cc(OC(C)C(=O)N[C@@H](Cc3c[nH]c4ccccc34)C(=O)O)c12 (stereo not given in full)	-86	-10	8	100	101	0	13	-1	2
Cc1ccc(NC2=NCC(=O)N2Cc2ccc3c(c2)OCO3)c(C)c1	10	-8	-8	106	103	0	3	-3	5
CCOc1ccc(OCC)c(NC(=O)CSCCc2ccccn2)c1	11	1	9	98	98	3	13	-6	-3
CCSc1nnc(Cn2c(=O)sc3ccccc32)n1-c1ccc(OC)cc1	18	2	-36	102	103	2	5	-1	4
CCN1CCN(Cc2ccc(NC(=O)c3cc(NC(=O)C(=O)c4c[nH]c5ccccc45)cc(OC)c3)cc2C(F)(F)F)CC1	/	/	2	195*	109	-3	2	-6	131*

Next part (two carried over from the part before).
SMILES	NALP1 yeast inh	PfM18AAP inh	UBC9 SUMO inh	MEKK2 WT-MEK5	MEKK3 PB1 HTS	IDE act	pCIP destab	IDE cell inh	MEKK2 mut-MEK5
CCSc1nnc(Cn2c(=O)sc3ccccc32)n1-c1ccc(OC)cc1	18	2	-36	102	103	2	5	-1	4
CCN1CCN(Cc2ccc(NC(=O)c3cc(NC(=O)C(=O)c4c[nH]c5ccccc45)cc(OC)c3)cc2C(F)(F)F)CC1	/	/	2	195*	109	-3	2	-6	131*
O=C(NCc1ccco1)/C(=C/c1ccc(C(F)(F)F)cc1)c1nc2ccccc2[nH]1	7	-3	-1	94	98	-2	-2	-3	-1
CC(C)(C)c1ccc(C(=O)C2CCCN(C(=O)CCn3cncn3)C2)cc1 (stereo not given)	-5	1	6	100	100	4	-4	-1	5
CCOC(=O)CSc1nnc(-c2ccc(Cl)cc2Cl)o1	-6	0	5	100	98	-3	-6	2	-2
CN(Cc1cc(=O)n2ccsc2n1)Cc1nc2ccccc2c(=O)[nH]1	-48	3	2	95	99	1	-9	7	-4
CCNc1nc(NC(N)=S)nc(NC(C)(C)C)n1	4	-4	9	99	101	2	-14	1	-1
CC(C)(C)c1ccc(-c2noc(CCC(=O)NCC3CCCO3)n2)cc1 (stereo not given)	-7	12	14	107	105	7	-11	-4	4
N=c1n(Cc2ccccc2)c2ccccc2n1CC(O)c1ccccc1 (stereo not given)	-4	4	18	102	99	7	-11	0	1
O=C1NC(=O)/C(=C\c2ccc(OCc3cnc(Cl)s3)cc2)S1	19	3	13	101	104	4	-8	-1	2
C=CCNCC(=O)Nc1ccccc1SCC(=O)Nc1ccsc1C(=O)OC	25	-13	-4	72	73	2	-11	0	-11
COc1c(Cl)cc(C(=O)NN)cc1Cl	4	3	4	102	104	3	14	0	6
C=CCn1c(SCC(=O)Nc2sc3c(c2C#N)CCC3)nnc1C1COc2ccccc2O1 (stereo not given)	8	0	-8	97	104	1	-7	2	4
O=C(CCCn1c(SCC(=O)NC2CCCCC2)nc2ccccc2c1=O)NCC1CCCO1 (stereo not given)	9	4	22	81	79	0	-4	-1	-12
COc1ccc(Cl)cc1NC(=O)C1CCCN(c2cc(C)nc3ncnn23)C1 (stereo not given)	1	-1	20	102	100	-27	-6	16*	2
CCOc1[nH]n(-c2ccccc2)c(=O)c1C=NCC(=O)OC	6	-3	8	103	108	-2	3	2	1
COc1ccc(/C=C(\C#N)C(=O)NCCc2ccccc2)cc1OCc1ccccc1	13	9	-6	104	98	-1	-2	9	-2
O=C(Nc1ccc(Cl)c(Cl)c1)Nc1ccccn1	24	-6	4	101	103	2	8	7	6
O=C(CSc1nnc(-c2ccco2)n1Cc1ccccc1)c1ccccc1	6	-61	6	108	114	2	7	2	2
CN(C)S(=O)(=O)c1ccc(Cl)c(NC(=O)CSc2nc3c(cc2C#N)C(=O)CC(C)(C)C3)c1	5	-10	-9	105	107	-4	-10	-1	-1
Cc1cc(=O)[nH]c(N/N=C/c2c[nH]c3ccccc23)n1	11	15	-5	105	103	3	-12	4	11
Cc1ccc(NC(=O)CCn2c(=O)oc3ccccc32)cc1	20	2	-3	106	99	-3	-12	5	3
NS(=O)(=O)c1ccc2nc(NC(=O)CS(=O)(=O)c3ccccc3)sc2c1	9	-3	8	97	99	6	7	5	-5
Cc1cc(NS(=O)(=O)c2ccccc2)n(-c2ccccc2)n1	12	24	1	83	87	-3	-10	2	-14
Cc1cc(C)c2nc(NC(=O)c3ccc(OCC4CCCO4)cc3)sc2c1 (stereo not given)	18	-8	-7	102	90	1	1	-2	-1
CCCCc1ccc(NC(=S)NCCN2CCOCC2)cc1	8	2	6	99	99	1	-10	-2	0
Cc1ccc(NC(=S)N2CCN(C(=O)C3CCCO3)CC2)cc1 (stereo not given)	26	-7	-1	94	96	3	-1	-1	-1
Cc1ccc(S(=O)(=O)NCc2cn3ccccc3n2)c(C)c1	-5	1	3	102	100	-3	9	3	1
CS(=O)(=O)N(CC(=O)Nc1ccccc1)c1cccc(Cl)c1Cl	16	1	6	91	95	4	-8	-7	-7
CCOC(=O)C(=NC1CCCCC1)NNc1cccc(C(F)(F)F)c1	34	7	12	96	101	1	-4	-6	7
CCOC(=O)c1nnn(CC(=O)Nc2ccccc2OC)c1C(=O)OCC	-2	0	10	105	101	2	-13	6	1
C[C@@H]1NC(=O)N(c2ccc(F)cc2)C1=O	-3	-5	2	98	98	3	-24	/	4
COc1ccc(NC(=O)CSC2=C(C#N)C(c3ccco3)C3=C(CCCC3=O)N2)c(OC)c1 (stereo not given)	-6	15	-5	96	94	4	-12	7	-2
COn1c(C)c(C)c2c3nonc3ccc21	12	-5	82	115	124	-3	-12	/	22
O=C(Nc1nccs1)c1cc2cc(Cl)ccc2oc1=O	/	3	-14	96	104	-5	3	0	-4
COc1ccc(Nc2nc(C(=O)NCc3ccco3)cs2)cc1	/	-8	17	106	113	7	-4	-1	8
CCCCCOc1ccc(C(O)C(CN2CCOCC2)c2ccccc2)cc1 (stereo not given)	26	-9	4	105	102	-2	0	/	6
CC(Sc1nc2ccccc2[nH]1)C(=O)Nc1ccccc1F (stereo not given)	13	-4	-12	106	123	2	2	2	1
Cc1ccc(C)c(SCc2nc3sc(C(=O)O)c(C)c3c(=O)[nH]2)c1	/	3	9	87	92	3	-5	-1	-18
O=C(c1cc(C2CC2)nc2ccc(Br)cc12)N1N=C(C(F)F)CC1(O)C(F)F (stereo not given)	9	1	-16	102	105	5	14	-6	3
O=S(=O)(NC1CCCCC1)c1ccc(Cl)nc1	11	-9	-8	101	100	3	-5	0	-2
Cc1nc2ncnn2c(C)c1CCC(=O)NCc1ccccc1	12	3	6	92	98	6	-3	-8	-5
CCOc1ccccc1NC(=O)CSc1nnnn1-c1ccccc1	8	-2	-15	105	103	-2	-26	5	10
O=C(N/N=C/c1cccc(O)c1)c1csc2ccccc12	20	-9	19	106	109	-7	-32	-2	10
COc1ccc2c(c1)C(=O)N(c1ccccc1OC)C(=O)C2	-4	3	11	98	99	-1	-8	-2	-1
Cc1ccc(C)c(N(C(=O)Cn2nnc(-c3cccs3)n2)C(C(=O)NC2CCCC2)c2ccncc2)c1 (stereo not given)	18	4	-8	71	70	4	2	-3	-17
COc1ccc2ccc3c(c2c1)N=CC1(O3)N(C)c2ccccc2C1(C)C (stereo not given)	4	6	42	101	108	-2	-10	-1	3
O=C(NCc1ccccc1)C1=C[C@@H](c2ccc(Br)cc2)C[C@@H](OCc2ccc(CO)cc2)O1	-8	4	-5	105	107	2	-4	1	1
CCCc1nnc(NC(=O)Nc2ccccc2OC)s1	7	3	-4	111	104	2	-4	3	16
Cc1ccc(S(=O)(=O)N2CCN(c3ncnc4sccc34)CC2)cc1	7	2	-8	103	99	2	-6	-2	5
COc1ccc(CCNC(=O)C(=O)NCC2OCCN2S(=O)(=O)c2cc(F)ccc2F)cc1 (stereo not given)	12	0	16	99	98	2	-7	0	3
COc1cc(/C=C/CO)ccc1O[C@@H]1O[C@H](CO)[C@@H](O)[C@H](O)[C@H]1O	/	/	/	102	101	4	/	-3	1
CS(=O)(=O)N(CC(=O)O)Cc1cccc(CN(CC(=O)O)S(C)(=O)=O)c1	22	1	3	103	96	4	-4	1	3
COc1cc(CN2CCC(C(=O)N3CCCC(C)C3)CC2)cc(Br)c1O (stereo not given)	17	-4	10	99	100	2	-19	2	-2
O=C(CSc1nnc(CNc2ccc(F)cc2)o1)c1ccccc1	-11	1	10	95	101	0	2	2	-10
COc1ccc(NC(=S)N(CCCN2CCCC2)Cc2cccs2)cc1	20	-1	12	103	104	6	-10	3	-2
CN1CCCC(n2nc(Cc3ccc(Cl)cc3)c3ccccc3c2=O)CC1 (stereo not given)	/	/	/	124	106	10	/	2	7
CC1CCN(Cc2c(C#N)c3ccccc3n2C)CC1	10	6	4	102	99	-2	-20	0	1
NS(=O)(=O)c1cccc(NC(=O)COC(=O)c2cc(-c3ccc(Cl)cc3)nc3ccccc23)c1	25	-1	-42	106	114	-4	-7	-5	23
CCCCCOC(=O)CC(C(=O)OCCCCC)N1CCCCC1 (stereo not given)	20	-2	-42	106	108	1	-7	4	5
COc1cc(OC)cc(C(=O)Nc2ccc(Cn3ccnc3)cc2)c1	17	5	27	107	102	4	-6	7	3
CCOC(=O)c1cnn(C(=O)c2ccccc2)c1N	34	-4	16	97	97	3	-11	/	0

3 records picked at random from the list so far:
SMILES	NALP1 yeast inh	PfM18AAP inh	UBC9 SUMO inh	MEKK2 WT-MEK5	MEKK3 PB1 HTS	IDE act	pCIP destab	IDE cell inh	MEKK2 mut-MEK5
NS(=O)(=O)c1cccc(NC(=O)COC(=O)c2cc(-c3ccc(Cl)cc3)nc3ccccc23)c1	25	-1	-42	106	114	-4	-7	-5	23
O=C(CSc1nnc(CNc2ccc(F)cc2)o1)c1ccccc1	-11	1	10	95	101	0	2	2	-10
COc1cc(CN2CCC(C(=O)N3CCCC(C)C3)CC2)cc(Br)c1O (stereo not given)	17	-4	10	99	100	2	-19	2	-2

Continuation:
SMILES	NALP1 yeast inh	PfM18AAP inh	UBC9 SUMO inh	MEKK2 WT-MEK5	MEKK3 PB1 HTS	IDE act	pCIP destab	IDE cell inh	MEKK2 mut-MEK5
Cc1ccccc1C(=O)Nc1ccc(C(=O)N/N=C/c2ccc(F)cc2)cc1	18	-7	21	95	94	-1	-12	5	-2
CCOC(=O)c1sc(=S)n(C)c1NC(=O)c1ccccc1C	15	35*	-4	99	98	1	2	3	0
COc1ccccc1NC(=O)c1cnc2n(c1=O)CCS2	10	2	33	105	103	5	1	1	3
CS(=O)(=O)c1ccc(C(=O)OCC(=O)NC2CCS(=O)(=O)C2)cc1[N+](=O)[O-] (stereo not given)	4	-4	5	104	103	1	15	5	-1
COc1ccccc1NC(=O)Cn1nc(-c2ccc(Cl)cc2)c2ccccc2c1=O	-15	3	-14	96	103	5	0	-4	0

Bioassay records from PubChem BioAssay.

This is a subset; rates above refer to the full screens.
